Mdm2 MdmX PPI – inhibitors of human Mdm2-MdmX association, primary screen, cell-based, luminescence, split luciferase, SaOS-2, uHTS; 330,000 tested, 3% active; AID 485346, 2010; SaOS-2 split-luciferase Mdm2/MdmX complementation; Protein Mdm4 (Homo sapiens) + E3 ubiquitin-protein ligase Mdm2 (Homo sapiens), …; inhibition, % at 8 µM;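 active = inhibition of at least 50% at 8 µM in the primary screen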
EBI2 antag – EBI2 receptor antagonists, beta-arrestin recruitment, primary screen, cell-based, luminescence, 7a,25-OHC stimulation, uHTS; 7a,25-OHC stimulated; G-protein coupled receptor 183 (Homo sapiens), P32249; AID 651636, 2012; 360,000 tested, 0.81% active; inhibition, % at 5 µM; in the data active = inhibition above about 38%;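 note: enzyme fragment complementation signal reports receptor beta-arrestin coupling in cells; 0% = agonist plus DMSO wells and 100% = wells without agonist; some results beyond the cut were filed as inactive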
XBP1 UPR activ – activators of adaptive XBP1 UPR arm, primary screen, cell-based, CHO-XBP1 luciferase reporter, luminescence, uHTS | IRE1-XBP1 UPR activation; percent of tunicamycin response, DMSO as zero | activation, % at 20 µM | 330,000 tested, 0.33% active | AID 463104, 2010;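 active = versus positive control, 20 µM dose yields 30% or more activation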;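 note: 100% = tunicamycin at 10 µg/mL and 0% = DMSO only wells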
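Material: IRE1-XBP1 luciferase reporter CHO line / Quantity: one thousand reporter cells per well / Buffer or medium: F12 with 10% serum / Compound: 20 µM single concentration, DMSO 1% / Times: 6 h treatment, 37 °C / Detection: Steady-Glo luciferase glow luminescence, 10 min after reagent addition / Benchmarks: tunicamycin high, DMSO low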
APJ agonist – agonists of human apelin receptor APJ, primary screen, CHO-K1 cells, PathHunter beta-arrestin, luminescence; P35414; 0% DMSO wells, 100% apelin; activation, % at 20 µM; 330,000 tested, 0.11% active; AID 2520, 2010;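 active = activation more than six SD over the plate average, tested at 20 µM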;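 note: 0% = DMSO alone and 100% = apelin-13 at 10 nM; some results filed as inactive read as strong as hits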
Target sequence (P35414 whole entry, looked up): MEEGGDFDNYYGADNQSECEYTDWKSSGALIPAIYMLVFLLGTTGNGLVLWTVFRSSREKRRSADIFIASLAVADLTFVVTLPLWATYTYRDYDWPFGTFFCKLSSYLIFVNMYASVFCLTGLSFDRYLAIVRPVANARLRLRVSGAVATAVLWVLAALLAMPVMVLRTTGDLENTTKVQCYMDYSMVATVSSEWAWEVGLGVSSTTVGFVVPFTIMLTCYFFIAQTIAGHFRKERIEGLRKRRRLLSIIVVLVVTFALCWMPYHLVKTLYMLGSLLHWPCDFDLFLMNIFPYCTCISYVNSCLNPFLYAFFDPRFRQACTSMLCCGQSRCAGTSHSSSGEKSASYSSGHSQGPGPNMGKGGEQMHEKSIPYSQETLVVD
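Material: CHO-K1 APJ beta-arrestin complementation cell line; Input: cell density 1000 per well; Incubation: compound stimulation 90 min at 25 °C, detection 60 min; Signal: luminescence from split beta-galactosidase complementation, Galacton Star/Emerald II substrate; Controls: DMSO-only wells as negative, 10 nM Apelin-13 as positive control.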
APJ antagonist – antagonists of human apelin receptor APJ, primary screen, CHO-K1 cells, beta-arrestin complementation, luminescence; inhibition, % at 20 µM; 330,000 tested, 0.32% active; AID 2521, 2010;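 active = inhibition above about 40% at 20 µM, limit read from the data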;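 note: cells challenged with 10 nM apelin-13 agonist together with compound; plate controls were apelin-13 plus DMSO wells for no effect and DMSO wells lacking apelin-13 for full effect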
CXCR6 inh – CXCR6 receptor inhibitors, primary screen, cell-based, beta-arrestin, luminescence, CHO-K1 PathHunter, 1536-well | inhibition, % at 20 µM | 360,000 tested, 0.36% active | AID 602244, 2012; in the data active = inhibition above about 34%, passing the limit was not always enough;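 note: antagonist mode with CXCL16 agonist at 10 nM final; 0% = 10 nM CXCL16 with DMSO and 100% = unstimulated wells without agonist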
tim23-1 inh – growth inhibitors of tim23-1 mutant yeast, primary screen, luminescence, uHTS; 330,000 tested, 1.3% active; inhibition, % at 20 µM; S. cerevisiae tim23-1 growth, BacTiter-Glo luminescence, 24 h; AID 463212, 2010;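 active = growth inhibition of the mutant yeast at or above 50%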;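 note: temperature-sensitive mutant grown at 25 °C; plate controls were DMSO-treated mutant yeast for no effect and medium wells lacking yeast for full effect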
CCR6 antagonist – CCR6 receptor antagonists, primary screen, cell-based, CHO-K1, luminescence, beta-arrestin, uHTS | CHO-K1 CCR6 PathHunter beta-arrestin, CCL20-stimulated | inhibition, % at 20 µM | 340,000 tested, 0.49% active | AID 493098, 2011;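 active = compounds whose inhibition of the agonist-driven luminescence signal at 20 µM reaches about 50%, limit read from the data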;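 note: cells stimulated with CCL20 at 14 nM final; plate controls were DMSO with CCL20 for no effect and DMSO without agonist for full effect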
Target sequence (P51684 whole entry, looked up): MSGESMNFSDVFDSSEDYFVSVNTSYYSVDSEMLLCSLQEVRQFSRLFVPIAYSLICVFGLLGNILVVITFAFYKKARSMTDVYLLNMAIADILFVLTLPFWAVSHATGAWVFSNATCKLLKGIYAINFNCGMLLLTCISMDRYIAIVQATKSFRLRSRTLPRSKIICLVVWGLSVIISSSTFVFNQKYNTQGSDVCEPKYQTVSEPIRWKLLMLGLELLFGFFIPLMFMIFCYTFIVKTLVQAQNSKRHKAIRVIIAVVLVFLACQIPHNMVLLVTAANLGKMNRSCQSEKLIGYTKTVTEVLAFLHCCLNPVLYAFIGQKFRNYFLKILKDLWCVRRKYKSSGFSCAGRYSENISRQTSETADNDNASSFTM
UPR CHOP act – activators of apoptotic CHOP UPR arm, primary screen, cell-based, CHO-CHOP luciferase reporter, luminescence, uHTS; UPR activation; percent of tunicamycin response over DMSO baseline; activation, % at 10 µM; 330,000 tested, 0.34% active; AID 449763, 2010;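 active = at 10 µM dose, activation of 40% or more, normalized to positive control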;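 note: 100% = tunicamycin at 10 µg/mL and 0% = DMSO alone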
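measured by = luciferase luminescence | assay system = CHO-CHOP cells, stable luciferase reporter of PERK-eIF2a-CHOP signalling | amount = 500 reporter cells seeded per well | timing = 6 h compound exposure at 37 °C after overnight seeding | controls = positive tunicamycin 10 µg/mL, negative DMSO alone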
An asterisk follows results filed as active.

Screening CC(C)(C)c1nc(SCC(=O)NCc2ccco2)c2ccccc2n1 returned Mdm2 MdmX PPI 8, EBI2 antag 7, XBP1 UPR activ 2, APJ agonist -3, APJ antagonist -10, CXCR6 inh 8, tim23-1 inh 34, CCR6 antagonist 19 and UPR CHOP act -0.3.
Cc1ccccc1C(=O)Nc1ccccc1C(=O)N/N=C\c1ccco1 was read as Mdm2 MdmX PPI 8, EBI2 antag -4, XBP1 UPR activ 1, APJ agonist 0, APJ antagonist 5, CXCR6 inh 0, tim23-1 inh 27, CCR6 antagonist 1 and UPR CHOP act 0.3.
COc1cc(-c2cc(C(=O)OCC(=O)NC3CC3)c3ccccc3n2)cc(OC)c1OC was read as Mdm2 MdmX PPI -21, EBI2 antag -3, XBP1 UPR activ 3, APJ agonist 1, APJ antagonist -4, CXCR6 inh -2, tim23-1 inh 25, CCR6 antagonist 10 and UPR CHOP act 0.0.
Screening C/C(=N/OCc1ccc(Br)cc1)c1ccccn1 returned Mdm2 MdmX PPI -118, EBI2 antag 10, XBP1 UPR activ 1, APJ agonist -4, APJ antagonist 7, CXCR6 inh 1, tim23-1 inh 19, CCR6 antagonist 15 and UPR CHOP act 2.9.
For CC(C)OCC1CC(CC(=O)Nc2ccc([N+](=O)[O-])cc2)C(=O)O1 (stereo not given) the results were Mdm2 MdmX PPI 9, EBI2 antag 0, XBP1 UPR activ 2, APJ agonist -1, APJ antagonist 4, CXCR6 inh 1, tim23-1 inh 8, CCR6 antagonist 8 and UPR CHOP act -0.3.
O=C1CN(C(=O)/C=C/c2ccccc2)CCN1 was read as Mdm2 MdmX PPI 0, EBI2 antag -3, XBP1 UPR activ -4, APJ agonist -3, APJ antagonist 3, CXCR6 inh -1, tim23-1 inh 6, CCR6 antagonist 8 and UPR CHOP act 3.0.
`CCC(CC)C(=O)Nc1cccc(C(=O)Nc2nnc(C)s2)c1` gave Mdm2 MdmX PPI -5, EBI2 antag 10, XBP1 UPR activ 1, APJ agonist -2, APJ antagonist -1, CXCR6 inh -1, tim23-1 inh 18, CCR6 antagonist 4 and UPR CHOP act -2.3.
CCC(CC)NCCOC(=O)c1ccc([N+](=O)[O-])cc1 was read as Mdm2 MdmX PPI 7, EBI2 antag 1, XBP1 UPR activ -4, APJ agonist -5, APJ antagonist -5, CXCR6 inh -7, tim23-1 inh 0, CCR6 antagonist -7 and UPR CHOP act 0.0.
Screening CCN1CCN(S(=O)(=O)c2ccc(Cl)c(C(=O)NC3CCC(C)CC3)c2)CC1 (stereo not given) returned Mdm2 MdmX PPI 6, EBI2 antag -5, XBP1 UPR activ -4, APJ agonist -4, APJ antagonist 4, CXCR6 inh 4, tim23-1 inh -11, CCR6 antagonist 5 and UPR CHOP act 0.9.
For CC(C)[C@H]1COCCS(=O)(=O)N1Cc1ccccc1-c1ccc(C(C)(C)C)cc1 the results were Mdm2 MdmX PPI 9, EBI2 antag -14, XBP1 UPR activ 0, CXCR6 inh 9, tim23-1 inh 39, CCR6 antagonist 18 and UPR CHOP act 3.1.
For CN1/C(=C\C(=O)C[n+]2cccc(Br)c2)C(C)(C)c2ccccc21 the results were Mdm2 MdmX PPI 16, EBI2 antag -9, XBP1 UPR activ -4, APJ agonist -2, APJ antagonist -7, CXCR6 inh -3, tim23-1 inh 17, CCR6 antagonist 2 and UPR CHOP act -1.7.
Screening COc1ccc(C(=O)Nc2cccc(-c3nc4ncccc4o3)c2C)cc1 returned Mdm2 MdmX PPI -1, EBI2 antag -1, XBP1 UPR activ -7, APJ agonist -3, APJ antagonist 15, CXCR6 inh -1, tim23-1 inh -13, CCR6 antagonist 22 and UPR CHOP act -1.2.
For COc1ccc(OC)c(/C=C/C(=O)Nc2ccc(OC)nc2)c1 the results were Mdm2 MdmX PPI -3, EBI2 antag -5, XBP1 UPR activ 4, APJ agonist 0, APJ antagonist -7, CXCR6 inh -6, tim23-1 inh 21, CCR6 antagonist 0 and UPR CHOP act -0.3.
Screening CCOC(=O)C1=NNC(C(=O)c2ccccc2)C1c1ccc(C)cc1 (stereo not given) returned Mdm2 MdmX PPI -16, EBI2 antag -4, XBP1 UPR activ -1, APJ agonist -6, APJ antagonist 30, CXCR6 inh 11, tim23-1 inh 24, CCR6 antagonist 32 and UPR CHOP act 1.4.
For COc1ccc(OC)c(N(C)S(=O)(=O)c2cc3c(cc2C)NC(=O)CO3)c1 the results were Mdm2 MdmX PPI 24, EBI2 antag 6, XBP1 UPR activ -1, APJ agonist 0, APJ antagonist 10, CXCR6 inh 1, tim23-1 inh -4, CCR6 antagonist 2 and UPR CHOP act 0.8.
`COc1ccc(-c2nc(CS(=O)(=O)CC(=O)NCCCc3ccccc3)c(C)o2)cc1` gave Mdm2 MdmX PPI 9, EBI2 antag 11, XBP1 UPR activ 0, APJ agonist -4, APJ antagonist -8, CXCR6 inh 1, tim23-1 inh -13, CCR6 antagonist 12 and UPR CHOP act 1.2.
COCCN1C(=O)N(c2cccc(C)c2)C(=O)C1CC(=O)Nc1cc(OC)cc(OC)c1 (stereo not given) was read as Mdm2 MdmX PPI 21, EBI2 antag -15, XBP1 UPR activ -6, APJ agonist -4, APJ antagonist 11, CXCR6 inh 2, tim23-1 inh 1, CCR6 antagonist -3 and UPR CHOP act 3.4.
For Cc1cccc(N2C(=O)CC(Sc3nccc(C)n3)C2=O)c1 (stereo not given) the results were Mdm2 MdmX PPI 38, EBI2 antag -2, XBP1 UPR activ -2, APJ agonist -3, APJ antagonist 12, CXCR6 inh 1, tim23-1 inh 14, CCR6 antagonist -8 and UPR CHOP act -0.6.
For O=C(Oc1ccc(Cl)cc1)N1CCOCC1 the results were Mdm2 MdmX PPI 2, EBI2 antag -2, XBP1 UPR activ 1, APJ agonist -2, APJ antagonist 1, CXCR6 inh -5, tim23-1 inh -5, CCR6 antagonist 8 and UPR CHOP act 3.6.
Screening CCc1nc(Nc2ccncc2)c2oc3ccccc3c2n1 returned Mdm2 MdmX PPI 63*, EBI2 antag 3, XBP1 UPR activ 0, APJ agonist -3, APJ antagonist 12, CXCR6 inh 6, tim23-1 inh -2, CCR6 antagonist 7 and UPR CHOP act -1.3.
Fc1ccc(-c2ccnn2-c2ccccc2)cc1 was read as Mdm2 MdmX PPI 18, EBI2 antag -14, XBP1 UPR activ 10, APJ agonist -1, APJ antagonist 1, CXCR6 inh 3, tim23-1 inh 5, CCR6 antagonist 21 and UPR CHOP act 2.5.
Screening CCOc1ccc(OCC)c(NC(=O)C2CCN(S(=O)(=O)c3cccc4nonc34)CC2)c1 returned Mdm2 MdmX PPI 24, EBI2 antag -2, XBP1 UPR activ -5, APJ agonist 0, APJ antagonist 11, CXCR6 inh 1, tim23-1 inh 1, CCR6 antagonist 9 and UPR CHOP act 1.4.
Screening COc1cccc(N2CC(NS(=O)(=O)c3ccc(Cl)cc3)CC2=O)c1 (stereo not given) returned Mdm2 MdmX PPI -3, EBI2 antag 12, XBP1 UPR activ -2, APJ agonist -6, APJ antagonist -21, CXCR6 inh 3, tim23-1 inh 15, CCR6 antagonist 1 and UPR CHOP act -1.6.
For O=C(CSc1nnc(-c2ccco2)o1)c1ccccc1Cl the results were Mdm2 MdmX PPI 10, EBI2 antag -14, XBP1 UPR activ 1, APJ agonist -4, APJ antagonist 8, CXCR6 inh -4, tim23-1 inh 25, CCR6 antagonist 3 and UPR CHOP act 1.5.
`COc1cccc(-c2cc(C(=O)NCC3CCCO3)c3ccccc3n2)c1` (stereo not given) gave Mdm2 MdmX PPI -16, EBI2 antag 1, XBP1 UPR activ -4, APJ agonist -2, APJ antagonist 12, CXCR6 inh -6, tim23-1 inh 13, CCR6 antagonist 11 and UPR CHOP act 1.5.
For Cc1ccc(-c2cc(C(F)F)nc(S(C)(=O)=O)n2)cc1 the results were Mdm2 MdmX PPI 43, EBI2 antag 1, XBP1 UPR activ -2, APJ agonist -4, APJ antagonist -32, CXCR6 inh -1, tim23-1 inh 18, CCR6 antagonist 11 and UPR CHOP act 6.2.
`Cc1cc(C)n(-c2ccc(C(=O)OCC(=O)Nc3ccc(Cl)c(S(=O)(=O)N(C)C)c3)cc2)n1` gave Mdm2 MdmX PPI -17, EBI2 antag -6, XBP1 UPR activ -1, APJ agonist -3, APJ antagonist -4, CXCR6 inh -8, tim23-1 inh 15, CCR6 antagonist 8 and UPR CHOP act -1.6.
Screening CCN1C(=O)CC(Sc2ccccc2N)C1=O (stereo not given) returned Mdm2 MdmX PPI 0, EBI2 antag -22, XBP1 UPR activ 1, APJ agonist -3, APJ antagonist 7, CXCR6 inh -2, tim23-1 inh 1, CCR6 antagonist -2 and UPR CHOP act 1.1.
Screening COc1ccc(N=Nc2ccc(O)c(P(=O)(c3ccccc3)c3ccccc3)c2)cc1 returned Mdm2 MdmX PPI 16, EBI2 antag 9, XBP1 UPR activ -2, APJ agonist 0, APJ antagonist 31, CXCR6 inh 29, tim23-1 inh 5, CCR6 antagonist 33 and UPR CHOP act -0.9.
Screening CC(C)(Oc1ccc(Cl)cc1)C(=O)OCc1nc2ccsc2c(=O)[nH]1 returned Mdm2 MdmX PPI -1, EBI2 antag -9, XBP1 UPR activ 2, APJ agonist 2, APJ antagonist 12, CXCR6 inh 1, tim23-1 inh 24, CCR6 antagonist -13 and UPR CHOP act 0.8.
For Cc1cccnc1CCNC(=O)CCc1nnc(-c2ccccc2)o1 the results were Mdm2 MdmX PPI 21, EBI2 antag -5, XBP1 UPR activ -1, APJ agonist 1, APJ antagonist -2, CXCR6 inh -3, tim23-1 inh 5, CCR6 antagonist 3 and UPR CHOP act 1.3.
For O=C(c1ccco1)N1CCN(C(=O)c2ccc(Cn3cc(Br)cn3)o2)CC1 the results were Mdm2 MdmX PPI -22, EBI2 antag -4, XBP1 UPR activ -7, APJ agonist -3, APJ antagonist -4, CXCR6 inh -5, tim23-1 inh 21, CCR6 antagonist -11 and UPR CHOP act 0.2.
Screening C=CCNc1cnn(-c2ccc(C)cc2)c(=O)c1Cl returned Mdm2 MdmX PPI -9, EBI2 antag 9, XBP1 UPR activ 0, APJ agonist 3, APJ antagonist -16, CXCR6 inh -5, tim23-1 inh 5, CCR6 antagonist -4 and UPR CHOP act 0.2.

Not all compounds are listed, so the mix of outcomes need not match the whole.
